Compound activity: PubChem BioAssay, several laboratories
TRPC4 inh = TRPC4 (mouse) channel inhibition | Q9QUQ5 | HEK293 TRPC4beta/mu-opioid, DAMGO-evoked Fluo4 calcium flux; active compounds read low | 300,000 tested, 0.39% active | B-score at 10 µM;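 active = B-score over 3 SD under the library average, no early fluorescence shift, positive overall ratio signal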
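Material: HEK293 cells with stable TRPC4beta plus mu-opioid receptor expression / Probe or stimulus: DAMGO in two steps, submaximal then maximal / Compound: single concentration per test compound / Technique: kinetic Fluo4 fluorescence imaging of calcium influx / Read-out: per-well B score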
MrgX1 allo act = allosterically activates human MrgX1 receptor signaling | Q96LB2 | MrgX1-HEK293, Fluo-4 calcium flux, FDSS; active compounds read high | B-score at 10 µM | 310,000 tested, 0.63% active | AID 588675;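 active = plate-corrected calcium response at least 3 library SD above typical, normal starting fluorescence, not activating the receptor alone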;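 also: compound read alongside a low EC10 to EC30 dose of BAM8-22 agonist; peak minus trough fluorescence over baseline measured at the second addition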
RGS4 act = RGS4 potentiation or activation; HEK293 M3R/inducible RGS4, carbachol calcium flux Fluo4; active compounds read low; B-score at 10 µM; 310,000 tested, 0.92% active; AID 463111;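 active = B-score of the integrated calcium signal more than 4 SD below the library mean, with starting fluorescence not abnormally high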;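 also: negative B-score means reduced calcium response which marks RGS4 activation or potentiation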
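test system = HEK293 cells with stable M3R and inducible RGS4 | schedule = recording 10 s baseline at 1 Hz, 100 s post-agonist | technique = Fluo4-AM (2 µM) calcium-flux fluorescence, kinetic read | measure = Agonist-evoked peak-minus-minimum fluorescence over baseline, integrated ratio, B score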
Platelet DG rel = modulates dense granule release in human platelets; inhibition, %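 (compounds screened at 7.5 µM in platelet-rich plasma)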; human platelet-rich plasma, SFLLRN dense granule ATP release, luminescence; 300,000 tested, 0.22% active;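 active = mean replicate score, as percent of positive control, at or above 50; inconclusive = mean below 50 but at least one replicate at or above 50; inactive = mean and every replicate below 50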
SKKanGAS inh = blocks kanamycin growth of S. pyogenes SKKanGAS strain; 300,000 tested, 1.3% active; AID 1662; inhibition, % at 7.5 µM; BacTiter-Glo, 6 h;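 active = mean replicate score, as percent of positive control median, at least 50; inconclusive = mean below 50 but one replicate at or above 50; inactive = mean and every replicate below 50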;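 also: strain carries kanamycin resistance gene driven by streptokinase promoter and grows in 40 µg/ml kanamycin; loss of luminescence reflects streptokinase promoter inhibition or plain growth inhibition; 0% = median of DMSO wells and 100% = positive control at its reference dose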
RGS4 block = inhibitors of human RGS4; P49798; HEK293 M3R/RGS4 inducible, Fluo-4 calcium flux; active compounds read high; triggered by carbachol at its EC20; B-score at 10 µM; 310,000 tested, 0.45% active;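 active = B-score, a plate-corrected calcium signal, over three deviations above library mean, with baseline fluorescence within five deviations of library mean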;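 also: RGS4 expression induced by doxycycline in cells with stable M3 receptor; B-score is computed from the integrated fluorescence ratio over baseline after carbachol; higher B-score means a larger calcium signal and so more RGS4 inhibition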
TRPC6 inh = mouse TRPC6 channel inhibition. HEK293-TRPC6, membrane potential dye, ACh-evoked depolarization; active compounds read low. B-score at 10 µM. 310,000 tested, 1.1% active. AID 2553;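 active = B-score under library mean minus 3 SD, initial fluorescence not abnormally high, positive integrated signal ratio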;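 also: B-score derived from integrated fluorescence ratio over the kinetic read; more negative B-score means stronger inhibition of depolarization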
Target sequence (Q61143 whole entry, looked up): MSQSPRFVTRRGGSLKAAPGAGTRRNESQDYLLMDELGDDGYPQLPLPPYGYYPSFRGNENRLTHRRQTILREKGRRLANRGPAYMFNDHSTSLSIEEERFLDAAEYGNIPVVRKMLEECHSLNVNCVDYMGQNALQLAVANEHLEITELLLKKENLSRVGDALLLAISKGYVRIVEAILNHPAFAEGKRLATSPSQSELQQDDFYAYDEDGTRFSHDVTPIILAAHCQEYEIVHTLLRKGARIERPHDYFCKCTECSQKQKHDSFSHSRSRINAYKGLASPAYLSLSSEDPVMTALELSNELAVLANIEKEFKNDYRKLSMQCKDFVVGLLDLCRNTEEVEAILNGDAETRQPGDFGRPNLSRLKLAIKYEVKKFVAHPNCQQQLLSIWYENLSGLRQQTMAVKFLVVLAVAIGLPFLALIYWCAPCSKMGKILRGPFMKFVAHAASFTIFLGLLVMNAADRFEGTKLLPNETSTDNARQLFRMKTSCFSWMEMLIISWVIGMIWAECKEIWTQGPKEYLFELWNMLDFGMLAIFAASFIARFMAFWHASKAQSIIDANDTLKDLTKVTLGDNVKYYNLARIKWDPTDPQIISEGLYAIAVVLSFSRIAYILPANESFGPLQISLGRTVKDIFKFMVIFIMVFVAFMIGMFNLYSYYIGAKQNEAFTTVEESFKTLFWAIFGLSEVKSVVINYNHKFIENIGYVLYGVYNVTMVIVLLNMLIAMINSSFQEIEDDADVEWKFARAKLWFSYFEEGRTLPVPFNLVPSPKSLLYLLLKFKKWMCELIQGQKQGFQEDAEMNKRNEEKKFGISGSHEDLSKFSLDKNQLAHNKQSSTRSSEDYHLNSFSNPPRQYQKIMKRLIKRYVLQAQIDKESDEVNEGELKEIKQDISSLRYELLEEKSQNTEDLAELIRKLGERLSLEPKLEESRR
TRPC6 activator = activates the mouse TRPC6 cation channel; Q61143; HEK293-TRPC6 membrane potential dye fluorescence; active compounds read high; B-score at 10 µM; 310,000 tested, 0.13% active; AID 2550;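 active = B-score of the integrated fluorescence ratio above library mean plus 3 SD, and starting fluorescence ratio within library mean plus 5 SD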;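 also: higher score means more depolarization so channel activation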
MrgX1 agonist = activates human MrgX1 receptor signaling; B-score at 10 µM; MrgX1-HEK293 cells, Fluo-4 calcium fluorescence, agonist mode; active compounds read high; AID 588627; Q96LB2; 310,000 tested, 0.44% active;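 active = calcium response B-score plate-corrected fluorescence ratio at least 3 library SD, with starting fluorescence B-score inside 5 SD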
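times = overnight plating, then 30 min 37 °C plus 30 min room-temperature dye loading | assay system = stable human MrgX1 HEK293 cell line | input = fifteen thousand cells per well | signal = kinetic calcium dye fluorescence, Fluo-4 NW | dosing = compound delivered in addition one of three | read-out = B-scored fluorescence response ratio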
HIF act = HIF pathway transcriptional activation; U2OS HRE-luciferase reporter, luminescence; normalized: DMSO 0%, desferrioxamine 100%; activation, % at 7.5 µM (by protocol); 300,000 tested, 0.32% active; AID 1910;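 active = mean activation of at least 10% of the iron chelator positive control signal, with at least half of replicates also reaching 10%; inconclusive = mean and replicate majority disagree about reaching 10%; inactive = mean and most replicates under 10%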
MrgX1 antag = antagonists of human MrgX1 receptor; AID 588676; MRGX1-HEK293 calcium flux, Fluo-4, BAM8-22 antagonism; active compounds read low; Q96LB2; 310,000 tested, 1.3% active; B-score at 10 µM;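 active = calcium-response B-score plate-corrected more than 3 library SD below zero, starting fluorescence within 5 deviations, no agonist response on first addition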;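 also: peak minus trough fluorescence over baseline after final BAM8-22 challenge near maximal dose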
An asterisk follows results filed as active; i = inactive; u = inconclusive; x = not tested or not shown.

item	structure	TRPC4 inh	MrgX1 allo act	RGS4 act	Platelet DG rel	SKKanGAS inh	RGS4 block	TRPC6 inh	TRPC6 activator	MrgX1 agonist	HIF act	MrgX1 antag
1	O=C(Nc1c(F)c(F)c(F)c(F)c1F)NC1CCCCC1	i	i	i	-6	-8	i	i	i	i	-0.6	i
2	COc1ccc(O)c(C(=O)c2coc(=N)c(C(=O)Nc3ccc(SC(F)F)cc3)c2)c1	i	i	i	-4	u	i	i	i	i	-0.4	i
3	O=C(CN1C(=O)CCSc2ccc(S(=O)(=O)N3CCCC3)cc21)Nc1ccccc1Cl	i	i	i	-4	-7	i	i	i	i	0.0	i
4	COc1ccc(NC(=O)C(=O)NCC(c2ccco2)N2CCc3ccccc3C2)cc1OC (stereo not drawn)	i	i	i	x	9	i	i	i	i	-2.4	i
5	Cc1cccc(NS(=O)(=O)c2ccc(NC(=O)N3CCCCC3)cc2)c1	i	i	i	-3	3	i	i	i	i	0.0	i
6	Cc1cc(S(=O)(=O)N2CCCCCC2)c(Cl)cc1Cl	i	i	i	4	22	i	i	i	i	-1.4	i
7	O=C(COC(=O)Cc1ccc(Cl)cc1)Nc1ccccc1F	i	i	i	-1	-3	i	i	i	i	-0.8	i
8	CC(C)CNC(=O)c1cccc(NC(=O)Cc2ccc(Cl)cc2)c1	i	i	i	5	-1	i	i	i	i	-0.8	-5.5*
9	O=C(CCNC(=O)Cn1ccc2ccccc2c1=O)NCCc1ccccc1Cl	i	i	i	13	5	i	i	i	i	0.0	i
10	O=C(NCc1cccnc1)Nc1cccc(NC(=O)NCc2cccnc2)c1F	i	i	i	10	0	i	i	i	i	0.0	i
11	COc1ccc(CCCC(=O)NCc2ccccc2)cc1C	i	i	i	3	-5	i	i	i	i	2.0	i
12	CCOC(=O)c1ccc(-c2ccc(C3Nc4ccccc4C(=O)N3O)o2)cc1 (stereo not drawn)	i	i	i	-12	14	i	i	i	i	2.4	i
13	O=C(Nc1cccc(Cl)c1N1CCOCC1)c1ccc([N+](=O)[O-])o1	i	i	i	1	-3	i	i	i	i	0.1	i
14	CC1(C)CC(=O)C=C(Nc2ccc(F)cc2)C1	i	i	i	-1	-2	i	i	i	i	-0.2	i
15	COc1cc(C(=O)N(CCc2ccccc2)C2CC3CCC(C2)N3C)cc(OC)c1OC (stereo not drawn)	i	i	i	-6	0	i	i	i	i	0.5	i
16	COCc1cc(C)nc(SCc2ccc([N+](=O)[O-])cc2)c1C#N	i	i	i	-21	9	i	i	i	i	-32	i
17	C/C(=C\C(=O)C(F)(F)F)Nc1ccc(C)cc1	i	7.7*	i	3	-2	i	i	i	i	0.5	i
18	CCc1c(O)nc(SCC(=O)Nc2ccc(C)cc2)n(C2CCCCC2)c1=O	i	i	i	1	8	i	i	i	i	0.2	i
19	COc1ccc(CCNC(=O)CCc2cn(C)c3ccccc23)c(OC)c1	i	i	i	-5	-2	i	i	i	i	-1.0	i
20	CCOc1ccc(N2CC(C(=O)Nc3nnc(Cc4ccccc4)s3)CC2=O)cc1 (stereo not drawn)	i	i	i	-3	11	i	i	i	i	-2.1	i
21	Cc1cc(NC(=O)COc2ncnc3sc(C)c(C)c23)no1	i	i	i	3	-3	i	i	i	i	-0.2	i
22	CN1CCc2nc3ccccc3c(C(=O)OCC(=O)N(CCC#N)c3ccccc3)c2C1	i	i	i	0	-9	i	i	i	i	-0.3	i
23	O=C(CCNC(=O)c1ccco1)Nc1cccc(Br)c1	i	i	i	-1	-4	i	i	i	i	0.0	i
24	O=C(CN(c1ccc([N+](=O)[O-])cc1)S(=O)(=O)c1ccccc1)N1CCCCC1	i	i	i	4	3	i	i	i	i	0.0	i
25	COc1cccc(CNC(=O)c2ccc(CS(=O)(=O)Cc3ccccc3C)o2)c1	i	i	i	-1	-8	i	i	i	i	0.3	i
26	COc1ccc(C(=O)Nc2ccc(S(=O)(=O)Nc3cnc4ccccc4n3)cc2)cc1	i	i	i	8	17	i	i	i	i	0.2	i
27	COc1ccc2c(c1)C(=NNc1ccc(C(=O)O)cc1)c1cc(OC)ccc1-2	i	i	i	4	u	6.7*	i	i	i	0.2	i
28	COC(=O)c1sc(S(=O)(=O)NCCC(=O)O)c(C(=O)OC)c1C	i	i	i	-26	-2	i	i	i	i	-1.3	i
29	CCS(=O)(=O)CCSC1OC(COC(C)=O)C(OC(C)=O)C(OC(C)=O)C1OC(C)=O (stereo not drawn)	i	i	i	9	4	i	i	i	i	0.1	i
30	CC1CN(C(=O)CCCN2C(=O)c3ccccc3C2=O)CC(C)O1 (stereo not drawn)	i	i	i	9	-1	i	i	i	i	-1.3	i
31	CC(C)n1c(SCC(=O)N2c3ccccc3Sc3ccccc32)nc2c1c(=O)n(C)c(=O)n2C	i	x	i	5	19	i	i	i	x	0.9	x
32	C=CCNC(=S)N/N=C/c1ccc(-c2ccc(Cl)cc2Cl)o1	i	i	i	21	18	i	i	i	i	-0.3	i
33	Cc1nn(-c2ccccc2)nc1CNC(=O)C(C)Cc1ccccc1 (stereo not drawn)	i	i	i	-3	-1	i	i	i	i	0.2	i
34	COc1ccc(Cn2nnc(C(=O)Nc3ccc(F)cc3)c2N)cc1	i	i	i	6	0	i	i	i	i	0.6	i
35	Cn1ccc(C(=O)OCC(=O)Nc2ccccc2Cl)n1	i	x	i	-1	4	i	i	i	x	1.5	x
36	COc1cc(/C=C/C(=O)OCC(=O)Nc2oc(C)c3c(C)n[nH]c(=O)c23)ccc1OC(F)F	i	i	i	23	-5	i	i	i	i	-0.3	i
37	COC(=O)c1ccc2c(c1)NC(=O)C1CCCN21 (stereo not drawn)	i	i	i	2	-1	i	i	i	i	-0.2	i
38	CC(=O)Nc1nc(SCCCc2ccccc2)n[nH]1	i	i	i	-25	-14	i	i	i	i	0.0	i
39	CCOC(=O)c1c(C)nc2ccccn12	i	i	i	2	-2	i	i	i	i	0.4	i
40	CC(=O)c1ccc(NC(=O)Nc2sc(NS(=O)(=O)c3ccccc3)nc2C)cc1	i	i	i	-1	3	i	i	i	i	0.5	i
41	Cc1cccc2sc(NC(=O)CN(C)S(=O)(=O)c3ccc(Br)s3)nc12	i	i	i	-2	44	i	i	i	i	0.1	i
42	O=C(O)c1ccc(CS(=O)(=O)c2cccc(C(F)(F)F)c2)o1	i	i	i	-1	14	i	i	i	i	0.1	i
43	Fc1cccc(NCCc2c[nH]c3ccccc23)n1	i	i	i	-1	0	i	i	i	28*	0.9	i
44	CC(=NC1CC1)c1c(-c2ccccc2)[nH]n(-c2nc3ccccc3s2)c1=O	i	i	i	-2	33	i	i	i	i	0.0	i
45	CC(C)(C)n1nnnc1C(c1ccc(Cl)cc1)N(Cc1cccnc1)Cc1ccco1 (stereo not drawn)	i	i	i	-48	16	i	i	i	i	0.0	i
46	O=C(c1c[nH]c2ccccc12)C(Cl)c1ccccc1 (stereo not drawn)	i	i	i	6	4	i	i	i	i	-4.5	i
47	CC(C)Cc1ccc(C(C)C(N)=NCCc2ccccc2)cc1 (stereo not drawn)	i	i	-7.1*	-7	6	i	i	i	i	-29	i
48	CC(=O)NC(CCS(C)(=O)=O)C(=O)Nc1ccc2c(c1)OCCO2 (stereo not drawn)	i	i	i	-3	1	i	i	i	i	0.0	i
49	COc1ccc2cc3c(N)nn(C(=O)Cc4c[nH]c5ccccc45)c3nc2c1	i	i	i	14	27	i	i	i	i	14*	i
50	CC(=O)Nc1nc2c(F)cccc2s1	i	i	i	0	-8	i	i	i	i	0.4	i

Continuation:
item	structure	TRPC4 inh	MrgX1 allo act	RGS4 act	Platelet DG rel	SKKanGAS inh	RGS4 block	TRPC6 inh	TRPC6 activator	MrgX1 agonist	HIF act	MrgX1 antag
51	Cc1ccc(NC(=O)Nc2cccc(F)c2)nc1	i	i	i	0	1	i	i	i	i	u	i
52	COc1cccc(C=O)c1OCCN1C(=O)c2ccccc2C1=O	i	i	i	4	-4	i	i	i	i	-0.2	i
53	Cc1nnc(SCc2ccc(Cl)cc2Cl)[nH]c1=O	i	i	i	0	6	i	i	i	i	-0.1	i
54	Cn1nc(C(=O)NCc2cccc(Cl)c2)c2c1-c1ccccc1S(=O)(=O)C2	i	i	i	12	-2	i	i	i	i	-0.2	i
55	COc1ccccc1N1CCN(C(=O)c2ccc(NS(=O)(=O)c3ccc(C)cc3)cc2)CC1	i	i	i	-2	14	i	i	i	i	0.1	i
56	O=C(O)C1C2C=CC(C2)C1C(=O)NCc1cccs1 (stereo not drawn)	i	i	i	5	-2	i	i	i	i	0.0	i
57	CNC(=S)N/N=C/c1c(C)nn(-c2ccccc2)c1Cl	i	i	i	-8	-6	i	i	i	i	0.3	i
58	Cc1nc2cc(-c3ccc(F)cc3)[nH]n2c(=O)c1C	i	i	i	3	7	i	i	i	i	2.5	i
59	NC(=O)NNC1=Nc2cccc3cccc1c23	i	i	i	-19	-4	i	i	i	i	2.9	i
60	Cc1cccc(/C=N/c2sc3c(c2C(=O)OC(C)(C)C)CCN(C)C3)c1O	i	i	i	-3	3	i	i	i	i	0.4	i
61	N#Cc1ccc(Oc2cccc(C(=O)O)c2)cc1C#N	i	i	i	3	-2	i	i	i	i	0.3	i
62	COC(=O)C1CCN(C2=C(NS(=O)(=O)c3ccc(Cl)cc3)C(=O)c3ccccc3C2=O)CC1	i	i	i	0	35	i	-6.9*	i	i	-0.7	i
63	CC1(C)CC(CCNC(=O)c2ccc(-n3cnnn3)cc2)CC(C)(C)N1	i	i	i	7	-5	i	i	i	i	-0.1	i
